PMI act hi M6P: PMI (human) activation, high substrate; activation factor at 20 µM; 190,000 compounds, 0.34% hits; P34949; coupled PMI enzyme assay, resazurin fluorescence, 20 min; active compounds read high; 1 = untreated enzyme, 0 = substrate-free blank;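 active means activation factor of 2 or more at 20 µM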
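Test system: Human PMI in coupled enzyme assay | Input: 15 ng/mL PMI | Medium: HEPES-buffered pH 7.4 with magnesium and detergent | Compound: One concentration, 20 µM, in 1% DMSO | Incubation: Enzyme reaction with compound 20 min at room temperature | Detection: Diaphorase-driven resazurin-to-resorufin fluorescence, excitation 544, emission 590 nm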
TNAP inh noacc: blocks human TNAP activity with no phosphate acceptor present | P05186 | purified TNAP, CDP-star luminescence, 30 min | inhibition, % at 20 µM | 200,000 compounds, 0.26% hits | AID 1012;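 active means tissue-nonspecific alkaline phosphatase inhibition above about 50% at 20 µM in the single-dose screen, limit read from the data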;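 further: 0% = DMSO negative control and 100% = EDTA positive control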
Target sequence (P05186 whole entry, looked up): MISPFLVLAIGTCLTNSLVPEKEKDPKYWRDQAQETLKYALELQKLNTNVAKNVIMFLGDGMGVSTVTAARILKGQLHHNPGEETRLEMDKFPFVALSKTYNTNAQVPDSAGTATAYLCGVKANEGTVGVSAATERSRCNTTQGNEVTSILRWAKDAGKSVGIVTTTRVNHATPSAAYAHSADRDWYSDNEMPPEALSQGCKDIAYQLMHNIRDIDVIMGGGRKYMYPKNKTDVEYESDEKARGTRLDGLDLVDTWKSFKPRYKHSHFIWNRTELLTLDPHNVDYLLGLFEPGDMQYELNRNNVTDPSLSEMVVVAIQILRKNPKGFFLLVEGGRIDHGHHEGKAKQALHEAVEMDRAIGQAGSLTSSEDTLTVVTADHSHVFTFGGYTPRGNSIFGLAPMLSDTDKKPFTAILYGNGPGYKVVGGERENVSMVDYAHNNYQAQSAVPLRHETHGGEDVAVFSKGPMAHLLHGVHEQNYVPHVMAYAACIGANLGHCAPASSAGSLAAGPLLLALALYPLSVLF
Diaph act CS: activates diaphorase or chemically reduces, flagging diaphorase assay artifacts; Diaphorase/resazurin coupled assay, resorufin fluorescence, 16 min; active compounds read high; 1 = vehicle wells, 0 = NADH-free wells; activation factor at 20 µM; 190,000 compounds, 0.005% hits; AID 1229;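 active means diaphorase activity raised at least twofold by the compound at 20 µM; inactive means activation factor below 2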
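Material: bacterial diaphorase enzyme (C. kluyveri); amount: enzyme 0.07 U/mL final; reagent: NADH substrate 0.114 mM plus resazurin dye 0.1 mM, final; doses: single compound dose of 20 µM, 1% DMSO final; timing: 16 min enzyme reaction, ambient temperature; measured by: fluorescence of resorufin, 544 nm excitation, 590 nm emission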
TNAP act hi DEA: increases human TNAP activity under high phosphate acceptor concentration; P05186; purified TNAP, CDP-star luminescence, 1 M DEA, 30 min; active compounds read high; 0 = EDTA background, 1 = DMSO-only activity; activation factor at 20 µM; 200,000 tested, under 10 active;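 active means activation factor at least 2 at 20 µM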
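Dosing: 20 µM single point. System: human TNAP. Amount: TNAP 1/800 final. Incubation: 30 min, room temperature. Read-out: TNAP activation factor scaled between EDTA and DMSO control wells. Signal: luminescence from CDP-star hydrolysis. Medium: 1 M DEA, pH 9.8, Mg2+, Zn2+. Control set: EDTA negative control, DMSO positive control.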
Diaphorase inh: diaphorase inhibition or chemical oxidation counter-screen; 190,000 compounds, 0.69% hits; inhibition, % at 20 µM; diaphorase resazurin-to-resorufin fluorescence, NADH, 16 min; bacterial (C. kluyveri) enzyme, not human;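 active means primary screen inhibition at 20 µM above a set limit, cut at about 50% in these data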;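 further: plate controls were DMSO with full reaction for no effect and wells lacking NADH for full effect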
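System: Diaphorase enzyme from Clostridium kluyveri | Amount: Enzyme working solution with 0.14 U/mL diaphorase | Benchmarks: No-NADH positive control and DMSO neutral control | Signal: Fluorescence of resorufin formed from resazurin, Ex 544/Em 590 nm | Schedule: 16-min room-temperature incubation before reading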
TNAP inh hi DEA: blocks human TNAP under high phosphate acceptor concentration. 200,000 compounds, 0.03% hits. AID 1135. purified TNAP, CDP-star luminescence, 1 M DEA. inhibition, % at 20 µM. P05186;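 active means over 50% inhibition of tissue-nonspecific alkaline phosphatase at 20 µM in the single-dose screen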;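 further: plate controls were DMSO wells for no effect and EDTA-quenched wells as full inhibition for full effect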
FLuc stim CS: affects firefly luciferase, flagging false hits in luciferase stimulation screens; P08659; ATPlite luciferase biochemical, luminescence, 10 min; 0 = ATP-free wells, 1 = DMSO control; activation factor at 10 µM; 200,000 tested, under 10 active;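 active means luciferase activation factor, scaled between plate controls, of at least 2 with compound at 10 µM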
Target sequence (P08659 whole entry, looked up): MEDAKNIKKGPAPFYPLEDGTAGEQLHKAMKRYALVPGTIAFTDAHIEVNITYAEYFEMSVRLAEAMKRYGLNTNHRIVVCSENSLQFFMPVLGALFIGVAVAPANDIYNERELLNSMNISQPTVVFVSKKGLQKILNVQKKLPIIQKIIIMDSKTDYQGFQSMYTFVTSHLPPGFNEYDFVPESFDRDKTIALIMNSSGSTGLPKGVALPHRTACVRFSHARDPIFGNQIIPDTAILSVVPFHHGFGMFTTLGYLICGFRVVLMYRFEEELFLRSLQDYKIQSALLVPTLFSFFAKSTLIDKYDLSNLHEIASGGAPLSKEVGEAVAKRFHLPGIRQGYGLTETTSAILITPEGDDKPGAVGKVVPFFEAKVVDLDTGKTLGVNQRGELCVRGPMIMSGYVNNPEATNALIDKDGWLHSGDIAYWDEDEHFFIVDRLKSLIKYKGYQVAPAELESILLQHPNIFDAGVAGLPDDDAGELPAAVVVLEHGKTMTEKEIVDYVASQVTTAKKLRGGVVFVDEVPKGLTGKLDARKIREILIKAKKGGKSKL
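Assay system: Luciferase/luciferin detection reagent, cell-free biochemical luciferase assay / Also added: ATP substrate / Schedule: 10 min at ambient temperature / Measured by: luminescence measurement of luciferase light output / Benchmarks: low control with PBS replacing ATP, high control enzyme plus ATP without compound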
G6PDH counter: inhibits Leuconostoc G6PDH, flagging false hits in G6PDH-based assays; 200,000 compounds, 0.12% hits; Purified L. mesenteroides G6PDH, diaphorase/resazurin coupled fluorescence, 45 min; inhibition, % at 5 µM; in the data active means inhibition above about 50%
PMI act: activators of human phosphomannose isomerase. P34949. purified human PMI, coupled resazurin fluorescence, 20 min; active compounds read high; 1 = vehicle control, 0 substrate-free wells. activation factor at 20 µM. 190,000 compounds, 0.005% hits. AID 1214;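 active means activation factor of 2 or more at 20 µM, relative to plate controls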
HMGR II inh: E. faecalis class II HMG-CoA reductase inhibition | purified E. faecalis HMGR, NADPH absorbance 340 nm kinetic | inhibition, % at 10 µM | 190,000 compounds, 0.41% hits | AID 1066;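 active means inhibition above a set limit, the median over all tested compounds plus 3 SD, cut at about 9.5% in these data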;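 further: enzyme runs in reverse so mevalonate oxidation gives rising NADPH absorbance; 0% = complete reaction with DMSO and 100% = background rate lacking mevalonate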
Numbers without * were called inactive; / = no result given.

Sample of the layout (2 entries):
Values run as follows: TNAP inh noacc	Diaph act CS	HMGR II inh	PMI act	PMI act hi M6P	FLuc stim CS	Diaphorase inh	TNAP inh hi DEA	G6PDH counter	TNAP act hi DEA
CC1(C)CC(=O)C2=C(C1)OC1=C(C(=O)CC(C)(C)C1)C2c1ccc(O)cc1O
    -36	0.7	-4	0.5	0.7	1	32	1	0	1
COC(=O)CSc1nc2cc3c(cc2cc1C#N)OCO3
    -1	1	-3	1.1	1	1.1	0	-2	12	1

The whole of this part, from the first entry:
Values run as follows: TNAP inh noacc	Diaph act CS	HMGR II inh	PMI act	PMI act hi M6P	FLuc stim CS	Diaphorase inh	TNAP inh hi DEA	G6PDH counter	TNAP act hi DEA
CC1(C)CC(=O)C2=C(C1)OC1=C(C(=O)CC(C)(C)C1)C2c1ccc(O)cc1O
    -36	0.7	-4	0.5	0.7	1	32	1	0	1
COC(=O)CSc1nc2cc3c(cc2cc1C#N)OCO3
    -1	1	-3	1.1	1	1.1	0	-2	12	1
Cc1cc(C)c2cc(CN(CCN3CCCC3)C(=O)Nc3ccc(F)cc3)c(=O)[nH]c2c1
    -3	0.9	-5	1	0.9	1	6	-2	12	1
CCOc1cc2oc(=O)c3c(c2cc1Cl)CCC3
    -12	0.9	-13	0.8	0.9	1	12	-2	-11	1
Cc1sc2nc(C3CC3)nc(SCC(=O)N3CC(=O)Nc4ccccc43)c2c1C
    -7	0.8	-4	0.8	0.8	1	25	5	-1	1
Cc1cc(Nc2ncc(Cl)cc2Cl)n(-c2ccccn2)n1
    -3	0.9	-3	0.9	0.9	1	15	-1	12	1
Cc1ccc(S(=O)(=O)NCCCNc2ccc([N+](=O)[O-])cc2)cc1
    7	0.6	-4	0.7	0.7	1.1	36	7	16	0.9
CCC(=O)NNc1ncnc2ccccc12
    -34	0.9	0	0.9	1	1	8	0	-2	1
CC(CNC(=O)c1cccs1)c1ccc([N+](=O)[O-])cc1 (configuration not stated)
    -4	0.8	-1	0.8	0.9	1	19	-1	9	1
O=C(CSc1nnc(-c2csc3c2CCCC3)o1)Nc1ccccc1
    -34	0.8	6	0.9	0.9	1	16	-6	1	1.1
Brc1c(CSc2nc3ccccc3o2)nc2ncccn12
    -9	0.8	-2	1	0.9	0.9	17	-7	5	1.1
COc1ccc(C(NC(=O)C(C)(C)C)NC(=O)C(C)(C)C)cc1
    1	0.9	-2	1.1	1	1	10	-1	8	1
CCOC(=O)c1sc(NS(=O)(=O)c2ccccc2Cl)nc1C
    -15	0.8	1	1	1	1.1	19	-6	1	1.1
CCOc1ccc(/C=N/OCC(=O)NC(c2ccccc2)c2ccccc2)cc1
    -14	0.8	3	0.8	0.8	1	24	-8	4	1.1
CCCCOC(=O)c1ccc(NC(=O)c2ocnc2C)cc1
    -9	0.8	-1	0.9	0.9	1	18	-8	1	1.1
NC(=O)CSc1nnc2n(-c3ccccc3)c(=O)c3c4c(sc3n12)CCCCC4
    -1	0.9	-4	0.9	0.9	1.1	14	-2	-28	1
COC(=O)c1ccccc1NC(=S)N1CCC(N2CCCCC2)CC1
    -8	0.9	-3	1	0.9	1	14	-1	5	1
COc1cc(C)nc(Nc2nc(C)c(C(C)=O)s2)n1
    -24	0.8	-4	0.9	0.8	1	17	-5	11	1.1
COc1ccc(Br)cc1/C=C/C(=O)Nc1ccc(C)cc1
    -5	0.8	-1	0.8	0.9	1	16	3	-30	1
CC(CC(=O)Nc1ccc(Cl)c([N+](=O)[O-])c1)c1ccccc1 (configuration not stated)
    2	0.8	-6	1	0.9	1.1	15	-4	9	1
CC(C)Oc1cccc(C(=O)C2CCCN(S(=O)(=O)C(C)C)C2)c1 (configuration not stated)
    -4	0.9	-4	1	1	1	9	-8	13	1.1
CN(C)c1ccc(NC(=O)CC(NCc2ccccn2)C(=O)O)cc1 (configuration not stated)
    -8	0.8	-4	0.7	0.5	1.1	25	-6	39	1.1
O=C1N(C2CCCC2)C[C@@H]2C[C@@H](c3cn[nH]c3-c3ccc(Cl)cc3)N3CCC[C@@]123
    -23	0.8	-9	0.9	1	1.1	24	-5	14	1.1
COc1ccc2nc(C)cc(SCC(=O)N/N=C/c3ccc(O)c(O)c3)c2c1
    76*	0.7	0	0.7	1.1	1	34	20	3	0.8
O=C(CSc1nc2c(c(C(F)(F)F)n1)CCc1ccccc1-2)NCc1ccc(F)cc1
    -14	0.8	3	1	0.9	1.1	16	-4	6	1
CN1c2ccccc2C(C)(C)[C@]12C=Cc1cc(O)ccc1O2
    44	0.8	-5	0.8	0.8	1	21	8	20	0.9
c1ccc(NCc2nc(-c3ccccc3)no2)cc1
    0	1	-2	0.9	1	1.1	2	-4	-7	1
COc1ccc2nc(Nc3nc(C)c(C(C)=O)s3)sc2c1
    -11	1.2	-2	1	1	0.8	-25	0	7	1
CCCn1c(=NC(=O)c2c(-c3c(F)cccc3Cl)noc2C)c(C(=O)OCC)cc2c(=O)n3ccccc3nc21
    4	0.9	0	0.8	0.9	1	10	4	-9	1
COc1ccc(CC(=O)NC(C)C2COc3ccccc3O2)cc1OC (configuration not stated)
    -11	0.9	1	0.9	0.9	1	8	-6	6	1.1
COc1cc2c(cc1NS(=O)(=O)N1CCCC1)oc1ccccc12
    -4	0.8	1	0.9	1	1.1	19	-5	12	1.1
O=C(c1ccc(N2CCCC2=O)cc1)N1CCOCC1
    -12	0.9	4	1	1	1.1	10	-2	-10	1
Cn1c(Cn2c(=O)sc3ccccc32)nnc1SCC(=O)N1CCOCC1
    -10	1.1	-6	1.1	1	1	-10	-4	0	1
C=CCNC(=S)Nc1ccc(OC(F)F)c(Cl)c1
    -14	0.9	1	1	1	1	8	-3	-1	1
Cc1ccc(C(=O)COC(=O)c2cnccn2)cc1C
    -12	1	1	1.1	1.1	0.8	-2	-3	3	1
O=[N+]([O-])c1ccc(CN2CCOCCOCCOCC2)cc1
    -10	0.9	-3	0.9	1	1	11	0	19	1
Cc1ccc(C(O)(C(=O)NN(C(=O)c2ccccc2)c2ccccc2)c2ccc(C)cc2)cc1
    -17	0.9	-4	1	1	1	7	-6	-11	1.1
NC(=S)N=Nc1c(O)[nH]c2ccc(F)cc12
    28	0.9	-4	0.9	1.1	1.1	14	6	6	0.9
COc1ccc(C2=C/C(=C\c3cccc(OC(C)=O)c3)C(=O)O2)cc1
    -16	1	-2	1.4	1.5	0.6	2	-3	6	1
CCCOc1cccc(-c2nn(-c3ccccc3)cc2/C=C(\C#N)C(=O)NCCCn2ccnc2)c1
    3	0.9	0	0.8	0.8	1	6	-1	-20	1
Cc1ccc2[nH]c(C)c(CCNC(=O)NC3CCCCC3)c2c1
    -8	0.9	-1	1.4	1	1	8	5	0	0.9
COCc1c(CCl)cnc(C)c1O
    -2	/	-2	/	/	1.1	/	3	5	1
CCNC(=O)COC(=O)c1[nH]c(C)c(C(=O)OC)c1C
    -14	0.8	7	0.9	0.9	0.9	15	-3	1	1
Cc1nc(SCc2ccccc2C)n[nH]1
    8	1.1	-3	1	1	1	-7	-3	5	1
CNc1oc(-c2ccco2)nc1C#N
    -6	1	-3	1	1	1	3	3	7	1
CC(=O)Nc1ccc(Nc2cc(C)nc3c(-c4ccccc4)cnn23)cc1
    -25	0.8	-1	0.8	0.9	1	18	1	-19	1
C[N+]1(CCOc2ccc([N+](=O)[O-])cc2)CCOCC1
    5	1.1	-1	0.9	1	1.1	-12	-3	14	1
COc1ccc(OCC(=O)Nc2nonc2NC(=O)COc2ccc(OC)cc2)cc1
    -33	0.9	-3	0.9	0.9	0.6	8	-1	5	1
O=C(CCN1CCN(c2ccccc2)CC1)N/N=C/c1ccccc1OC(F)F
    -11	1	-3	1.1	1.3	1	4	-5	8	1.1
O=C(NCc1ccccc1)C(=O)NCC(c1ccco1)N1CCOCC1 (configuration not stated)
    -16	0.8	-4	0.9	1	1.1	16	-3	-8	1
CC1=NN(c2ccccc2)C(=O)C1C(=O)C(=O)Nc1ccc(F)cc1 (configuration not stated)
    -3	0.9	-2	1.4	1	0.6	11	-3	5	1
CCN1CCN(CCOCCOc2ccccc2-c2ccccc2)CC1
    0	0.9	-1	1	1	1	13	-2	6	1
CC(=O)c1sc(NC(=O)c2ccc(C)c(C)c2)nc1C
    -18	0.9	-8	1	1	0.7	8	-4	-4	1
CC1CCCCN1C(=O)Nc1ccccc1Cl (configuration not stated)
    3	1.2	-1	1.1	1.1	0.9	-16	6	3	0.9
CC(=O)NS(=O)(=O)c1ccc(NC(=O)CN2C(=O)C3C4C=CC(C4)C3C2=O)cc1 (configuration not stated)
    -4	0.9	0	1.1	1	1	5	-1	17	1
O=Cc1cn(CC(=O)N2CCCc3ccccc32)c2ccccc12
    -10	0.8	-9	0.9	0.9	1.1	17	-5	10	1
COc1cccc(/C=N\NC(=O)Cn2nnc3ccccc32)c1O
    -35	0.9	0	1.1	1.2	0.9	14	-2	-6	1
COc1ccc(-n2nnnc2SCC(=O)NCCc2ccc(OC)c(OC)c2)cc1
    0	1	0	1.1	1	1.1	2	-5	12	1
COc1ccc(S(=O)(=O)NC2CCCC2)c(Cl)c1Cl
    -7	1	-2	1	1.1	1	-4	-4	5	1
O=C(OCc1cnc(Cl)s1)c1ccc(Cl)cc1
    -5	0.9	1	1	1	1.1	5	-1	4	1

More structures follow.
Values run as follows: TNAP inh noacc	Diaph act CS	HMGR II inh	PMI act	PMI act hi M6P	FLuc stim CS	Diaphorase inh	TNAP inh hi DEA	G6PDH counter	TNAP act hi DEA
COc1ccc(S(=O)(=O)N(CC(=O)O)c2ccccc2)cc1
    -11	0.9	4	1	1.1	1.1	9	-6	-2	1.1
CCc1c(C)nc(N)n2c(SCC(=O)Nc3ccccc3OC)nnc12
    -10	1	-1	1	1.1	1	1	-4	12	1
CCOC(=O)C1CCCN(C(=O)CSc2ccc(NC(C)=O)cc2)C1 (configuration not stated)
    3	0.9	-1	0.9	0.9	1	8	1	6	1
CCCN1CCN(CCCNC(=O)Cn2nc(-c3ccc(C)cc3)ccc2=O)CC1
    -3	1.1	1	1	1.1	1	-11	-8	3	1.1

Hits appear at their usual frequency. Share with any hit: about 1.7%.
